Bioassay records (PubChem BioAssay)
Giardia FBPA inh: inhibitors of Giardia lamblia fructose-1,6-bisphosphate aldolase; A8B2U2; hit rate 0.71% among 290,000; purified Giardia FBPA; Potency, µM (series often up to 59.6 µM), inactives show at the highest dose activity, negative = inhibition, most hits filed as inhibitors; AID 2451; note: potency is the fitted concentration of half-maximal effect; % is set by controls: 0 for no effect and ±100 for the full control effect; nearly all actives have a fitted effect of over 55% in size
Target sequence (A8B2U2 whole entry, looked up): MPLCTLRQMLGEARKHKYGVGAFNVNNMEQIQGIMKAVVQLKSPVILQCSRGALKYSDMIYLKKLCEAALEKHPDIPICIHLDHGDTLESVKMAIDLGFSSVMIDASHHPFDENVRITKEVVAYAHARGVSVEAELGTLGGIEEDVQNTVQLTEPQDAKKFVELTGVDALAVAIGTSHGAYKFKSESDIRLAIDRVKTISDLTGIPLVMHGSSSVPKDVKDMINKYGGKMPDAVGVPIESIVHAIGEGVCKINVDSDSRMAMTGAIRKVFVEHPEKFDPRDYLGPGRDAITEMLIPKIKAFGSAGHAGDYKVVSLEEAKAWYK
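40 nM FBPA preincubated 10 min at RT with compound (up to 57.5 uM final), then substrate plus GAPDH/TPI/NAD/arsenate coupling and diaphorase/resazurin added. Fluorescence read after 20 min at RT, 525/598 nm.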
AmpC inh detg: inhibitors of E. coli AmpC beta-lactamase with detergent; P00811; AmpC hydrolysis of nitrocefin, absorbance 480 nm, 0.01% Triton; Potency, µM (highest dose often 114 µM), without a hit: top-dose activity change, negative = inhibition, actives largely listed as inhibitors; hit rate 0.041% among 370,000; AID 485294;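 note: potency is the fitted concentration of half-maximal effect; 0% = no-compound wells and -100% = no-enzyme wells; nearly all actives have a fitted effect of over 25% in size; some results filed as inactive show a strong effect at the top dose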
Target sequence (P00811 whole entry, looked up): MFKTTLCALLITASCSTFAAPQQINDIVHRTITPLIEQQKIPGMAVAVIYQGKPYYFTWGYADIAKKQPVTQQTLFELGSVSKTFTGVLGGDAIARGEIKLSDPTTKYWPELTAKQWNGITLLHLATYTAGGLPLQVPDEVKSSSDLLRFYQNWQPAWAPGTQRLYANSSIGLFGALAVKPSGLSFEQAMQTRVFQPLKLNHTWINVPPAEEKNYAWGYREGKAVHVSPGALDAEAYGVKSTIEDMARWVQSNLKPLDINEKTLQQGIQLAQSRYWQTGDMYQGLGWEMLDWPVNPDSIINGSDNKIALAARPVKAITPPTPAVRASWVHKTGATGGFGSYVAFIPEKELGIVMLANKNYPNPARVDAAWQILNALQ
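AmpC (5.3 nM in the dispensed reagent) in 20 mM phosphate pH 7.0 with 0.01% (detergent screen) or 0.0001% Triton X-100 was preincubated with compounds for 15 min at room temperature. Nitrocefin was then added from an 800 uM solution, and hydrolysis was followed at 480 nm.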
AMA1-RON2 inh: AMA1-RON2 (P. falciparum) interaction inhibition. AID 720542. hit rate 0.2% among 360,000. AlphaScreen AMA1-biotinylated RON2 peptide binding. Potency, µM (series often up to 58.2 µM), without a hit: top-dose activity change, negative = inhibition, most hits filed as inhibitors;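 note: potency is the fitted concentration of half-maximal effect; 0% = vehicle wells and -100% = peptide control; nearly all actives have a fitted effect of over 45% in size; some results filed as inactive show a strong effect at the top dose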
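AMA1 (3D7) with his tag at 25 nM final met compounds first, then biotinylated RON2 peptide at 25 nM; detection used donor plus acceptor beads, 10 µg/mL apiece, read by AlphaScreen after 30 min at room temperature.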
HCMV antiviral: inhibitors of human cytomegalovirus; HFF cells, HCMV-luciferase reporter, 72 h; active compounds read low; activity change, negative = inhibition, % at 57.5 µM; hit rate 4.5% among 410,000; in the data active = activity change below about -60%; inconclusive = no clear call, values can overlap the other calls; inactive = above about -39%; note: % is set by controls: 0 for no effect and ±100 for the full control effect
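After 16 h attachment at 37C, HFF cells received test compound and HCMV-luciferase (1 PFU/cell); reporter luminescence read 72 h later, data normalized against buffer-only and known inhibitor Salinomycin.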
CHX counter: counter-screen hit for Shiga toxin inhibitors, cycloheximide; cell reporter, cycloheximide protein synthesis inhibition counterscreen; max response, %; AID 2314; hit rate 12% among 300,000; in the data active = max response mostly above about 13%, no sharp cut-off; inactive = mostly below about 14%; note: read at 38.3 µM for the half of the compounds with a filed dose; 0% is about no effect
Shiga inhibitor: blocks Shiga toxin action in Vero cells. inhibition, % at 38.7 µM. AID 2315. hit rate 9.2% among 290,000. Vero cells, Shiga toxin protein synthesis inhibition reporter; in the data active = inhibition mostly above about 28%, no sharp cut-off; inactive = mostly below about 43%; note: 0% is about no effect
AmpC inh no detg: blocks E. coli AmpC beta-lactamase in detergent-free assay; P00811; AmpC nitrocefin hydrolysis, absorbance 480 nm, 0.0001% Triton; Potency, µM (highest dose often 57.1 µM), for inactives: top-dose activity change, negative = inhibition, most hits filed as inhibitors; hit rate 0.52% among 330,000;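 note: potency is the fitted concentration of half-maximal effect; plate controls were no compound for no effect and no enzyme for full effect; nearly all actives have a fitted effect of over 20% in size; some results filed as inactive show a strong effect at the top dose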
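AmpC (5.3 nM in the dispensed reagent) in 20 mM phosphate pH 7.0 with 0.01% (detergent screen) or 0.0001% Triton X-100 was preincubated with compounds for 15 min at room temperature. Nitrocefin was then added from an 800 uM solution, and hydrolysis was followed at 480 nm.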
* = called active by the depositor; i = inactive; ? = inconclusive; . = not tested or not shown; & = joins results of further samples; [ ] = dose if it differs, or a comment. Unless noted, calls come from the whole dose curve; as a rule, active = well fitted curve in the direction sought with a large enough effect; inconclusive = small, poorly fitted or top-dose-only effect, or another doubt; inactive = no such curve, though single readings can be large; an effect the other way counts as inactive or inconclusive.

SMILES	Giardia FBPA inh	AmpC inh detg	AMA1-RON2 inh	HCMV antiviral	CHX counter	Shiga inhibitor	AmpC inh no detg
CCN(CC(=O)Nc1c(F)cccc1F)C(=O)C1CCN(S(=O)(=O)c2ccc(F)cc2)CC1	.	1%	39%[activator]	-17	.	.	-7%
CC(C)(C)NC(=O)CCN(/N=C/c1ccccc1)C1=NS(=O)(=O)c2ccccc21	2%	5%	0%	-30	-1	-3	2%
CCCCN(CC)C(=O)Cc1ccc(Br)cc1	3%	-6%	2%	?	1	-12	-10%
COCCNc1nc(N)c([N+](=O)[O-])c(NCC2CCCO2)n1 (stereo not given)	2%	4%	-15%	39	-3	11	-7%
CCN(CC)S(=O)(=O)c1ccc(O)c(C(=O)OCC(=O)NC2CCCC2)c1	0%	-5%	9%	26	-1	2	-35%
CC1(CCC(=O)N2CCCC(Nc3ccc(F)cc3)C2)CC1 (stereo not given)	.	3%	7%	-31	-2	2	116%[activator]
Cc1nn(-c2nnc(C)c(=O)[nH]2)c(C)c1SCC(=O)Nc1ccc(F)cc1	-3%	?	-2%	-13	8	14	-24%
Cc1ncc(CO)c(CNc2ccc(Oc3ccccc3)cc2)c1O	1%	0%	-6%	-70*	3	-3	16%
Cc1ccc(-n2c(SCc3ccc(C#N)cc3)nnc2-c2ccccn2)cc1	2%	-12%	7%	-23	-3	31	45%
CCCCC1(C)OC(=O)C(=Cc2ccc(N(CC)CC)cc2)C(=O)O1 (stereo not given)	.	-1%	-12%	-3	11	1	-19%
COc1ccc2cc(CCNC(=O)c3ccc(S(=O)(=O)N4CCCC4)cc3)c(=O)[nH]c2c1	.	3%	5%	-28	-5	-15	-18%
Cc1cccc(C(=O)OCC(=O)Nc2ccc(F)cc2)c1	8%	-6%	1%	-5	10.0*	27	-22%
Cc1nc2ncnn2c(C)c1Cc1ccccc1Cl	1%	-12%	22%	-13	-5	-12	-3%
COc1ccc(NC(=O)N2CCCC(CCC(=O)N(C)CCc3ccccn3)C2)cc1 (stereo not given)	-18%	-5%	22%	5	30*	91*	20%
O=C(Nc1c(-c2ccccc2)nc2ccccn12)c1cccc(F)c1	0%	4%	4%	-15	-4	17	-13%
O=C(COC(=O)/C=C/c1ccc(C(F)(F)F)cc1)NC1CCS(=O)(=O)C1 (stereo not given)	.	?	-12%	-12	.	.	94%[activator]
CCCN1CCc2c(sc(NC(=O)c3ccc(S(=O)(=O)N(C)c4ccccc4)cc3)c2C(=O)NC)C1	-14%	-5%	-10%	-15	6	20	189%[activator]
Cn1c(=O)n(C)c2cc(NS(=O)(=O)c3ccc(Br)s3)ccc21	2%	-2%	-2%	49	0	-13	-29%
COCC(=O)N(CCc1ccc(OC)cc1)Cc1nc2ccccc2c(=O)[nH]1	-1%	?	128%[activator]	25	4	-23	-7%
CCc1nnc(NS(=O)(=O)c2ccc(NC(=S)NC(=O)c3ccc(OC)c(OC)c3)cc2)s1	-3%	0%	53%[activator]	24	-2	-6	-19%
COC(=O)C1=NN(C(=O)c2ccccc2)C(O)(c2ccc([N+](=O)[O-])cc2)C1 (stereo not given)	1%	-2%	69%[activator]	8	-1	-2	-20%
COc1ccc(NC(=O)Cn2c([N+](=O)[O-])cnc2C)cc1Cl	11%	-1%	-7%	15	2	-13	-10%
COc1ccc(S(=O)(=O)NC(C)C(=O)Nc2ccccc2C(F)(F)F)cc1 (stereo not given)	-3%	2%	-4%	-24	-2	-17	-19%
CCOC(=O)c1csc(NC(=O)c2ccc(N3C(=O)CCC3=O)cc2)n1	2%	2%	10%	-9	1	16	-26%
O=C(Nc1ccc2[nH]ncc2c1)c1ccccc1Br	6%	-1%	-24%	101	18*	22	-15%

A second format for some results above:
Values run as follows: Giardia FBPA inh | AmpC inh detg | AMA1-RON2 inh | HCMV antiviral | CHX counter | Shiga inhibitor | AmpC inh no detg
CC1(CCC(=O)N2CCCC(Nc3ccc(F)cc3)C2)CC1 (stereo not given)
  . | 3% | 7% | -31 | -2 | 2 | 116%[activator]
COc1ccc(S(=O)(=O)NC(C)C(=O)Nc2ccccc2C(F)(F)F)cc1 (stereo not given)
  -3% | 2% | -4% | -24 | -2 | -17 | -19%
COc1ccc(NC(=O)N2CCCC(CCC(=O)N(C)CCc3ccccn3)C2)cc1 (stereo not given)
  -18% | -5% | 22% | 5 | 30* | 91* | 20%

The main list resumes, starting 2 compounds before the break.
SMILES	Giardia FBPA inh	AmpC inh detg	AMA1-RON2 inh	HCMV antiviral	CHX counter	Shiga inhibitor	AmpC inh no detg
CCOC(=O)c1csc(NC(=O)c2ccc(N3C(=O)CCC3=O)cc2)n1	2%	2%	10%	-9	1	16	-26%
O=C(Nc1ccc2[nH]ncc2c1)c1ccccc1Br	6%	-1%	-24%	101	18*	22	-15%
O=C1OC2C[C@H]1[C@@H]1C(=O)N(Cc3ccccc3)CCC1C2I (stereo not given in full)	-2%	.	.	.	1	i	.
CCN(Cc1ccccc1)C(=O)C1CCN(Cc2sccc2C)CC1	-20%	-10%	-21%	15	-2	-4	-1%
C/C(=N\N=C(N)N)c1cccc(Cl)c1	-4%	4%	18%	10	11	-7	-28%
CC(C)Cn1cc(C(=O)N2CCC(C)CC2)c2c3ccccc3n(C)c2c1=O	7%	-5%	-18%	-13	-4	-3	103%[activator]
COc1ccc(CC(NC(C)=O)C(=O)NC2CCN(c3nnnn3-c3ccccc3)CC2)cc1 (stereo not given)	0%	-9%	2%	-15	-4	-21	55%
O=C(O)c1cccc(Nc2nc(Nc3ccccc3)nc(N3CCCC3)n2)c1	8%	5%	7%	-8	-2	-9	-18%
O=C(Nn1cnnc1)c1cc2c(s1)CCCC2	-6%	1%	27%	5	-2	-3	-16%
CC1CN(c2ncnc3c2oc2ccccc23)CC(C)O1 (stereo not given)	-13%	?	-9%	-21	10	14	-4%
COc1ccc(N(CC(=O)Nc2c(C)n(C)n(-c3ccccc3)c2=O)S(=O)(=O)c2ccc(F)cc2)cc1	7%	-3%	0%	?	-4	15	-5%
CC(C)(C)c1cc(OC(=O)c2ccccc2F)ccc1O	?	0%	13%	?	11	33*	-26%
O=C1CC(C(=O)N2CCCc3ccccc32)CN1c1ccc(Cl)cc1 (stereo not given)	2%	-5%	-3%	?	39*	64	21%
CCOC(=O)c1cnc2c(cnn2C)c1NCCCN(C)C	0%	2%	0%	116	-3	-6	-23%
O=C(NCc1cccnc1)c1ccc2c(c1)C(=O)N(Cc1ccccc1)C2=O	.	1%	-16%	6	7	-31	39%
O=C(Nc1ccc(Cl)c(Cl)c1)Nc1nnc(-c2ccncc2)s1	-27%	-8%	14%	-23	-3	-14	-16%
CN(CC1CCCN(CCc2ccc(F)cc2)C1)C(=O)CCC(N)=O (stereo not given)	-1%	4%	-21%	86	-1	9	-26%
CC(C)CNC(=O)NC1(C(F)(F)F)Oc2ccccc2O1	0%	-4%	0%	?	7	24	-19%
COc1ccccc1N1CCN(S(=O)(=O)c2c[nH]c(=O)[nH]c2=O)CC1	.	-19%	-3%	-7	.	.	-11%
O=c1c(OC2OC(CO)C(O)C(O)C2O)c(-c2ccc(O)c(O)c2)oc2cc(O)cc(O)c12 (stereo not given)	?	-7%	-12%	8	-1	-11	-16%
CCOc1ccc(C(=O)CCCC(=O)c2ccc(OCC)cc2)cc1	-1%	-2%	0%	89	47*	.	-6%
O=C(CSc1nnnn1-c1ccccc1)Nc1ccc(N2CCOCC2)c(Cl)c1	-5%	-2%	-5%	-16	3	-14	.
CCN(CC)c1ccc(/C=N/NS(=O)(=O)c2ccc(CNC(C)=O)cc2)cc1	-6%	-14%	2%	-16	-1	-17	-5%
CC(C)(C)c1ccc(NC(=O)C2CCCN(c3cnccn3)C2)cc1 (stereo not given)	-12%	-6%&17%	7%	?	16*	34	72%[activator]
CC[C@@H](C)[C@H](N)C(=O)NC[C@H]1O[C@@H](n2cnc3c(N)ncnc32)[C@H](O)[C@@H]1O	.	.	0%	-9	.	.	-25%
CCOC(=O)CN1C(=O)C(O)(C2CCc3ccccc3C2=O)c2ccccc21 (stereo not given)	-8%	-16%	-14%	-5	-3	-14	-1%
CCOC(=O)CC(=O)CSc1nc(-c2ccccc2)cc(-c2ccc(Cl)cc2)c1C#N	2%	-7%	32%[activator]	-39	1	-11	-50%

Full records from above. Order of screens: Giardia FBPA inh | AmpC inh detg | AMA1-RON2 inh | HCMV antiviral | CHX counter | Shiga inhibitor | AmpC inh no detg
O=C1OC2C[C@H]1[C@@H]1C(=O)N(Cc3ccccc3)CCC1C2I (stereo not given in full) across the screens: -2% | . | . | . | 1 | i | .
CCN(CC)c1ccc(/C=N/NS(=O)(=O)c2ccc(CNC(C)=O)cc2)cc1 across the screens: -6% | -14% | 2% | -16 | -1 | -17 | -5%

New compounds follow:
SMILES	Giardia FBPA inh	AmpC inh detg	AMA1-RON2 inh	HCMV antiviral	CHX counter	Shiga inhibitor	AmpC inh no detg
Cc1nc(NC(=O)COC(=O)C2CC3CCCC(C2)C3=O)c(Cl)cc1Cl (stereo not given)	.	.	4%	38	.	.	-15%
CN(C)S(=O)(=O)c1ccc(C(=O)NCC(=O)N/N=C/c2ccco2)cc1	-2%	-3%	7%	17	-1	3	-20%
COc1ccccc1-n1cc(-c2ccccc2)[nH]c1=S	14%	0%	80%[activator]	1	5	-4	-30%
Cc1cc(C(=O)Nc2ccc(N3CCCC3)c(Cl)c2)ccc1[N+](=O)[O-]	-26%	-7%	22µM*	-31	47*	31*	-29%
O=C(N/N=C/c1ccc(N2CCOCC2)cc1)c1ccc(O)cc1	6%	0%	62%[activator]	-35	37*	73*	-34%
COc1cccc(C(=O)OCC(=O)c2ccc(Br)s2)c1	.	2%	41%[activator]	4	53*	88*	-40%

Exported bar-delimited: 3 of the compounds above
Structure | Giardia FBPA inh | AmpC inh detg | AMA1-RON2 inh | HCMV antiviral | CHX counter | Shiga inhibitor | AmpC inh no detg
Cc1nc(NC(=O)COC(=O)C2CC3CCCC(C2)C3=O)c(Cl)cc1Cl (stereo not given) | . | . | 4% | 38 | . | . | -15%
CN(C)S(=O)(=O)c1ccc(C(=O)NCC(=O)N/N=C/c2ccco2)cc1 | -2% | -3% | 7% | 17 | -1 | 3 | -20%
COc1ccccc1-n1cc(-c2ccccc2)[nH]c1=S | 14% | 0% | 80%[activator] | 1 | 5 | -4 | -30%

Rows were taken by chance; any-hit rate near 16%.
